SRC3 inh: inhibitors of human steroid receptor coactivator 3 (SRC3). Q9Y6Q9. HEK293 GAL4-SRC3 luciferase reporter, luminescence. inhibition, % at 3.6 µM. 360,000 compounds, 0.17% hits;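 active = inhibition above a per-campaign cutoff, the mean of all compounds plus 3 SD, cut at about 60% in these data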;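 note: 0% = DMSO-treated cells and 100% = gossypol-treated cells at 36 µM; higher means less SRC3-driven luciferase light from the GAL4 reporter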
TLR9-MyD88 inh: inhibitors of human TLR9-MyD88 binding | Q9NR96+Q99836 | CHO BLA complementation TLR9-MyD88, CCF4 FRET ratio | inhibition, % at 4.98 µM | 340,000 compounds, 0.21% hits | AID 504734;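 active = inhibition above the mean over all tested compounds plus 3 SD, cut at about 21% in these data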;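 note: 0% = DMSO only wells and 100% = clavulanate BLA inhibitor control wells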
TRAIL sens C8: sensitizes caspase-8 expressing cells to TRAIL; inhibition (viability loss, TRAIL sensitization), % at 10 µM; NB7+C8 cells + TRAIL, ATPlite viability luminescence; 360,000 compounds, 1% hits;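 active = compounds causing at least 50% loss of cell viability in the single-dose screen, relative to plate controls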
SRC1 inh: inhibits human SRC1 coactivator; Q15788; HEK293 GAL4-SRC1 luciferase reporter, luminescence; inhibition, % at 3.6 µM; 360,000 compounds, 0.12% hits;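 active = inhibition above the campaign mean plus 3 SD, with each screening campaign given its own cutoff, cut at about 60% in these data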;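 note: 0% = DMSO treated cells and 100% = gossypol at 36 µM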
NCOA2 inhibitor: human SRC2 (NCOA2) inhibition. Q15596. HEK293 GAL4-SRC2 luciferase reporter, luminescence. inhibition, % at 9 µM. 370,000 compounds, 0.17% hits. AID 651957;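 active = inhibition above the mean inhibition of all tested compounds plus 3 SD, set per campaign, cut at about 52% in these data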;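 note: 0% = DMSO treated cells and 100% = cells given Gossypol at 36 µM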
NR2F2 inh: NR2F2 (human) inhibition, primary screen; AID 686940; inhibition, % at 8.6 µM; HEK293T NGFI-A luciferase reporter, luminescence; 370,000 compounds, 0.7% hits;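 active = inhibition above a per-plate cutoff, mean inhibition of test wells between control levels plus 3 SD, cut at about 38% in these data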;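 note: cells cotransfected with COUP-TFII expression vector driving the NGFI-A reporter; 0% = median of COUP-TF2 test wells and 100% = reporter-only cells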
Target sequence (P24468 whole entry, looked up): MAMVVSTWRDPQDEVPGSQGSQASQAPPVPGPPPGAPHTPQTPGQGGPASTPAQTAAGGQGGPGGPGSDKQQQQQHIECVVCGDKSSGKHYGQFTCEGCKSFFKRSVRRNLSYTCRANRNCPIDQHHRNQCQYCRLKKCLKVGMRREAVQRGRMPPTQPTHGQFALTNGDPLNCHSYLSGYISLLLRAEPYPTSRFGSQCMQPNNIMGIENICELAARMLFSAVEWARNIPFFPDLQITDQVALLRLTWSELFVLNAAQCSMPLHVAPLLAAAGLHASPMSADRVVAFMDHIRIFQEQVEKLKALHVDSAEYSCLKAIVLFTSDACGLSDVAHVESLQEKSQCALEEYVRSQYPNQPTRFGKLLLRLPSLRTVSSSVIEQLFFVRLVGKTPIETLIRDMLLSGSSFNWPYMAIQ
TROY signal inh: blocks TROY-dependent signaling in reporter cells; Q293 LMP1-TROYcd NF-kB luciferase reporter, 4 h; inhibition, % at 10 µM; 360,000 compounds, 0.98% hits;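 active = compounds whose plate-normalised and pattern-corrected inhibition of the luciferase reporter signal at the single screening dose is 50% or more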
NR5A2 inv ag: inverse agonists of human LRH-1 (NR5A2) | O00482 | 360,000 compounds, 0.13% hits | inhibition, % at 3.6 µM | HEK293T StAR-luciferase reporter, LRH-1 transfected, 24 h | AID 602396;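 active = inhibition above the mean inhibition of all tested compounds plus 3 SD, cut at about 73% in these data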;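 note: 0% = DMSO wells and 100% = reporter-only cells lacking LRH-1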
Target sequence (O00482 whole entry, looked up): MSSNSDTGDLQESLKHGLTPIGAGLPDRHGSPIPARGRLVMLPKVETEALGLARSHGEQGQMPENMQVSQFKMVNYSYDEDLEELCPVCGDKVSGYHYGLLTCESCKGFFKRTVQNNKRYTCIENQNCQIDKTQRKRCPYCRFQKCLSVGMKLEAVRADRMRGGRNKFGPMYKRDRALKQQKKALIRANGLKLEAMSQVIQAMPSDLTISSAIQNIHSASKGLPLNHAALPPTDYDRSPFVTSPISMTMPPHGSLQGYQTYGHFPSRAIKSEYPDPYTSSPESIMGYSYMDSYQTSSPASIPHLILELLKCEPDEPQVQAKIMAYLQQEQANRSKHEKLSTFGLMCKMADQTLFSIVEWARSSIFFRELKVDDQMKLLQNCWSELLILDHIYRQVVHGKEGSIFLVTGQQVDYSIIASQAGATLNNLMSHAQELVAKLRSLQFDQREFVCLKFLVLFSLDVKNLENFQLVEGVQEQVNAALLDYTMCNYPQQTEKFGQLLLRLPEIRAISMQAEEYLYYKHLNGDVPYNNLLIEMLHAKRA
LMP1 NFkB inh: reduces LMP1-driven NF-kappaB luciferase signal | inhibition, % at 12.5 µM | AID 504558 | LMP1-induced NF-kappaB luciferase reporter cells, luminescence | 350,000 compounds, 0.69% hits; in the data active = inhibition above about 41%;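 note: 0% = neutral control wells and 100% = reference inhibitor control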
NOD2 RIPK2 PPI: inhibitors of human NOD2-RIPK2 interaction; O43353; CHO BLA complementation NOD2-RIPK2, CCF4 ratio; inhibition, % at 4.98 µM; 360,000 compounds, 0.38% hits; in the data active = inhibition above about 21%;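 note: 0% = vehicle only and 100% = reference blocker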
Vif inh: inhibitors of HIV Vif; HEK293T cells, Vif self-association by quenched fluorescence, imaging, 24 h; inhibition, % at 7.49 µM; AID 602346; 340,000 compounds, 0.35% hits; in the data active = inhibition above about 50%, passing the limit was not always enough; note: some results filed as inactive read as strong as hits
An asterisk follows results filed as active; / = not tested or not shown. Only part of the results is shown, so the mix of outcomes need not match the whole.

compound	SRC3 inh	TLR9-MyD88 inh	TRAIL sens C8	SRC1 inh	NCOA2 inhibitor	NR2F2 inh	TROY signal inh	NR5A2 inv ag	LMP1 NFkB inh	NOD2 RIPK2 PPI	Vif inh
Cc1nc2ccccc2nc1N/N=C/c1ccc(O)cc1	-29	-4	-11	-21	-17	-25	-6	-11	-11	-19	-3
CCn1c(=O)c2c(nc3n2CCCN3c2cccc(C)c2)n(C)c1=O	17	-22	-3	8	-2	-2	11	-21	-5	3	-3
O=C(NCc1cccs1)c1cc2c(s1)-c1ccccc1OC2	-41	-2	-6	-44	-13	-3	-6	-43	-51	-8	/
CCOC(=O)c1c(NC(=S)NC(=O)/C=C/c2cccs2)sc(C)c1C	1	-9	-4	-8	-29	-8	4	-10	-3	2	3
CCOc1ccccc1NC(=O)c1ccc2c(=O)n3c(nc2c1)CCCCC3	-13	-13	14	18	-14	-11	-11	-18	4	-2	-4
Cc1nn(-c2ccccc2)c(/N=C/c2ccc(O)cc2)c1-c1ccccc1	-49	-9	53*	-103	-33	-48	-75	-101	-9	-7	-16
COc1ccc(NC(=O)CCC2CCCC2)cc1OC	3	2	3	-14	-17	-16	-4	-10	2	-9	3
N/C(=N\OC(=O)c1ccccc1)c1ccccn1	-67	-20	49	-99	-17	-9	75*	-88	45*	-4	-4
O=c1cc(CSc2ccc(Cl)cc2)nc(-c2ccncc2)[nH]1	-15	1	-1	-9	-31	-9	7	10	2	4	-1
O=C(Nc1c(-c2ccccc2)[nH][nH]c1=O)c1cnccn1	/	/	-1	/	-14	27	/	-7	/	-13	/
C=CCNC(=O)CN1N=C(c2ccc(C)cc2)CCC1=O	16	8	3	12	-25	12	11	-4	10	0	-8
CC(=O)c1ccc(NC(=S)N2CCCC(C(F)(F)F)C2)cc1 (stereo unspecified)	29	2	-19	11	-18	-15	1	-5	-3	7	1
Cc1[nH]n(-c2ccc([N+](=O)[O-])cc2)c(=O)c1/C=N/N1CCOCC1	-12	2	11	-28	-20	-5	-13	-41	-4	4	0
Cc1onc(-c2ccccc2Cl)c1C(=O)Nc1nnc(-c2ccc(Cl)cc2Cl)s1	4	1	-2	4	-13	-12	27	8	-5	-7	-5
O=C(/C=C/c1ccco1)Nc1sc2c(c1C(=O)O)CCC2	-28	-4	-9	-25	-49	-26	-23	-20	-10	-4	0
Nc1cc(N)nc(SCC(=O)Nc2ccc3c(c2)OCO3)n1	2	-4	7	5	2	-10	7	24	3	-7	12
CC(C)C(NC(=O)CNC(=O)OC(C)(C)C)C(=O)NCc1ccccc1 (stereo unspecified)	9	-11	-11	-14	-33	3	-3	-4	-1	-3	1
CCCCN(C(=O)c1ccc(-c2ccc(Cl)cc2)o1)c1c(N)n(CC(C)C)c(=O)[nH]c1=O	20	1	10	-4	-3	-8	-18	3	-6	3	0
CC1Oc2ccccc2C=C1/C=N/NC(=O)[C@@H](C)NC(=O)OC(C)(C)C (stereo partly specified)	14	3	-15	-12	15	4	66*	0	-33	-5	-6
CCC(=O)NC(Nc1sc2c(c1C(=O)OC)CCCC2)(C(F)(F)F)C(F)(F)F	11	-12	-15	-1	-2	9	7	-11	-7	4	5

More structures:
compound	SRC3 inh	TLR9-MyD88 inh	TRAIL sens C8	SRC1 inh	NCOA2 inhibitor	NR2F2 inh	TROY signal inh	NR5A2 inv ag	LMP1 NFkB inh	NOD2 RIPK2 PPI	Vif inh
CSc1nc(=O)[nH]nc1Sc1ccccc1	-5	10	-11	-10	-2	12	10	9	9	14	-1
Brc1ccc(-c2nc(N/N=C/c3cccnc3)c3ccccc3n2)cc1	-95	-8	91*	-68	-31	-27	-26	-39	1	6	3
Cn1cnc(Sc2ncnc3nc[nH]c23)c1[N+](=O)[O-]	20	2	62*	13	-8	17	2	15	4	6	0
COc1ccccc1/C=C/C(=O)OCC(=O)NC1CCCCCCC1	15	-3	-1	-4	23	7	12	5	1	-1	16
CC(=O)Nc1ccc(NC(=O)C2CC(=O)N(c3ccc(Cl)cc3)C2)cc1 (stereo unspecified)	23	-7	-5	16	-13	-1	-2	-3	-1	4	/
COc1ccccc1N1C(=O)CC1(C#N)c1ccc(OCc2ccccc2)cc1 (stereo unspecified)	11	-8	3	3	20	4	12	4	1	-4	-7
O=C(CCN1C(=O)c2ccccc2C1=O)NCc1ccncc1	15	-9	0	-3	-10	18	8	11	-5	-6	6
Cc1ccccc1OCC(=O)OC(C)CN1CCN(C)CC1 (stereo unspecified)	-4	5	-7	-3	17	-11	3	8	0	-5	-2
COc1cccc(-c2noc(Cn3nc(C)c([N+](=O)[O-])c3C)n2)c1	-10	8	-4	3	-13	-12	/	-8	2	-1	-14
O=C(O)CSc1ncnc2nc[nH]c12	8	3	11	2	1	13	-12	19	0	-6	6
O=C(c1ccc(Br)cc1)N1CCCC1	-11	7	14	-14	-7	-6	-11	-6	2	6	-2
COc1ccc(CNC(=O)C(=O)c2cn(CC(=O)N3CCOCC3)c3ccccc23)cc1	-43	13	10	-8	8	1	-10	-23	0	-5	7
COc1ccc(S(=O)(=O)Nc2ccccc2C(=O)N2CCOCC2)cc1Br	13	2	-1	-23	-1	-11	-6	-21	-15	2	15
Fc1cc(F)cc(NC(=S)N2CCN(c3ncccn3)CC2)c1	-1	-3	-7	-1	-17	2	-13	-4	-1	3	/
O=C(C1CCCCC1)N1CCN(C(=O)C2CCCCC2)CC1	1	3	-11	-3	-20	0	9	19	-4	-7	7
CCc1cc(C(=O)OC)c(NC(=O)CC2Sc3ccc(C(F)(F)F)cc3NC2=O)s1 (stereo unspecified)	11	-7	22	4	12	-16	-3	-1	-2	-1	0
O=C(NCCCc1ccc(F)cc1)C1CCC(=O)N(CCCN2CCCC2=O)C1 (stereo unspecified)	-9	8	18	-7	8	-13	5	-8	6	0	-8
O=C(O)c1ccc(N/N=C/C2=Cc3ccccc3OC2)cc1	-84	-5	-16	-112	-33	-6	-58	-140	-23	-2	-3
C[C@@H]1CN([C@H](C)CO)S(=O)(=O)c2ccc(C#Cc3ccccc3)cc2O[C@H]1CN(C)C(=O)Nc1ccc2c(c1)OCO2	-17	4	3	17	27	5	-4	25	-4	0	-18
CC(=O)Nc1cccc(OCC(=O)NS(=O)(=O)c2ccc(Cl)cc2)c1	20	-3	4	-1	-8	-4	0	-2	-7	-9	/

Remaining list, next part:
compound	SRC3 inh	TLR9-MyD88 inh	TRAIL sens C8	SRC1 inh	NCOA2 inhibitor	NR2F2 inh	TROY signal inh	NR5A2 inv ag	LMP1 NFkB inh	NOD2 RIPK2 PPI	Vif inh
O=S(=O)(Nc1ccccc1Cl)c1cccc2nsnc12	-16	1	3	-3	-28	-4	1	-7	-10	1	18
COc1ccccc1OCC(=O)N/N=C/c1cccc2cccnc12	25	0	3	8	-16	-10	3	-7	-3	-1	9
CC1C(=O)N(Cc2cn(Cc3ccco3)nn2)CCS(=O)(=O)N1Cc1ccc(-c2ccc(Cl)c(Cl)c2)cc1 (stereo unspecified)	-14	-6	5	7	7	16	0	5	1	2	18
Cc1cc(=O)oc2c3c(cc(OCC(=O)N[C@@H](Cc4ccccc4)C(=O)O)c12)OC(C)(C)CC3	4	-3	2	-7	9	-3	5	10	-20	-4	10
CC1(C(=O)Nc2nnc(SCc3ccccc3)s2)Cc2ccccc2C(=O)O1 (stereo unspecified)	-18	0	-26	-8	-20	-11	14	-2	6	-2	-2
COc1ccc(C(=O)NCC2(c3ccccc3)CCOCC2)cc1[N+](=O)[O-]	20	0	0	-9	31	6	15	-17	-13	2	5
Cc1ccc(N=C(NOCc2ccc(Cl)cc2Cl)c2nonc2N)c(C)c1	18	-1	9	18	22	2	8	4	-1	0	-7
Cc1ccc2c(c1)N(CC(=O)NC1CCCC1)C(=O)CO2	-7	-1	-3	-4	-13	10	1	-12	-3	-7	11
CC(C)C(OC(=O)c1cccc(S(=O)(=O)NCC(F)(F)F)c1)C(=O)NC(N)=O (stereo unspecified)	17	-1	3	-16	-3	-16	16	7	0	-4	-4
Cn1c2ccccc2c2cnn(CC(=O)Nc3ccccc3Br)c(=O)c21	13	6	-3	-9	-39	1	6	14	-3	1	-15
CC1CCN(CC(=O)N2c3ccccc3CCc3ccccc32)CC1	-8	-1	1	-14	9	11	-26	-11	1	-11	-4
O=C(Nc1nnc(-c2ccccc2F)s1)Nc1ccccc1F	-4	4	-2	-8	16	2	-64	4	-1	-3	-3
COc1cc(/C=N/NC(=O)CCn2c3ccccc3c3ccccc32)cc(OC)c1OC	5	1	-16	9	-4	-3	-15	-8	9	-12	4
O=C(C[C@H]1CC[C@H]2[C@@H](COC[C@H](O)CN2C(=O)c2ccccn2)O1)N1CCN(c2ccccc2)CC1	/	/	-10	/	4	-8	/	14	/	-23	/
Cc1cccc(-n2ccc(=O)c(C(=O)Nc3ccc(S(=O)(=O)N4CCOCC4)cc3)n2)c1	13	8	9	-2	11	8	12	-2	-1	-6	-4
CSc1cccc(NC(=O)CSc2ccccc2)c1	-11	-13	-4	-24	-20	-7	-34	-9	-5	-4	-3
CN(C)CCCNC(=O)c1ccc(-c2cc(O)c3ncccc3c2)cc1	-33	6	9	-12	-27	-8	-5	-27	-30	-3	6
COc1ccc(CC(=O)N2CCN(C(=O)Cc3ccc(OC)cc3)CC2)cc1	-7	-2	-2	-14	-12	0	-6	0	-5	-25	10
CCN(C(=O)COC(=O)c1cc(S(=O)(=O)N(C)C)ccc1Cl)C1CCS(=O)(=O)C1 (stereo unspecified)	23	-4	1	-7	2	0	-1	-5	-7	5	0
COc1ccc(CCNC(=O)COC(=O)c2cc3ccccc3oc2=O)cc1OC	-4	-6	-6	5	-2	-11	-12	9	-5	-5	2

The list continues.
compound	SRC3 inh	TLR9-MyD88 inh	TRAIL sens C8	SRC1 inh	NCOA2 inhibitor	NR2F2 inh	TROY signal inh	NR5A2 inv ag	LMP1 NFkB inh	NOD2 RIPK2 PPI	Vif inh
CCOC(=O)c1ccc[n+](CC(=O)c2ccc(NC(=O)c3ccccc3)cc2)c1	-4	6	-18	3	3	-21	-17	-5	3	1	5
CCCCN(C(=O)C1CCCC1)C1CCS(=O)(=O)C1 (stereo unspecified)	10	0	-13	5	13	5	-3	16	7	-5	-7
Cc1ccc(NC(=O)CN2C(=O)N/C(=C/c3cc(C)n(-c4ccc(C(=O)O)cc4)c3C)C2=O)cc1	12	-4	-4	-3	0	29	-17	2	2	3	8
Cc1cc(C)c(S(=O)(=O)Nc2ccc(O)cc2)cc1C	8	-9	-6	10	/	/	4	4	-1	4	-6
COc1ccc(-c2cc(C)no2)cc1S(=O)(=O)NCc1cccc(C)c1	8	4	15	-3	-26	-11	-16	8	-2	4	-3
O=C1OC2(CCCCC2)OC(=O)C1=CNc1nccs1	-2	-10	-8	7	-27	-10	/	8	-2	-2	0
COCCCNC(=S)N(Cc1cccnc1)Cc1ccc(OC)c(OC)c1	1	-5	-18	9	-25	-1	11	-22	2	0	1
CSc1nsc(SCC(=O)Nc2c(C)n(C)n(-c3ccccc3)c2=O)n1	-7	2	7	2	-18	9	-2	-12	-2	-7	8
O=C(NC1(Cc2ccc(O)cc2)CCCCC1)c1ccccc1	-10	6	-22	16	13	9	-2	7	0	0	-2
